Source: PubChem (Southern Research Specialized Biocontainment Screening Center)
VEEV TC-83 Vero – inhibitors of VEEV TC-83 cytopathic effect, confirmation, Vero cells (AID 588727); Vero cells, VEEV TC-83 cytopathic effect inhibition; higher % means a stronger effect; one-dose inhibition, % at 20 µM; IC50 in µM for titrated hits; 350,000 compounds, 0.13% hits; in the data active = a potency from the dose series; inconclusive = inhibition mostly from about 14% at the one dose, without a potency; inactive = the rest, 99 in 100 with inhibition below about 12%; also: strong numbers were not always called active
M. tuberculosis – growth inhibition of non-replicating M. tuberculosis (AID 488890). 320,000 compounds, 0.39% hits. Mycobacterium tuberculosis non-replicating, growth inhibition; higher % means a stronger effect. inhibition, % at 25 µM, or IC50 in µM where a hit was titrated; in the data active = a potency from the dose series; inconclusive = inhibition mostly from about 82% at the one dose, without a potency; inactive = the rest, 99 in 100 with inhibition below about 76%;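 also: plate controls were DMSO cells for no effect and high antibiotic wells for full effect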
M. tuberculosis HTS – M. tuberculosis growth inhibition, HTS (AID 449762). inhibition, % at 25 µM; hits with a dose series show IC50 in µM. M. tuberculosis H37Rv growth inhibition, 7H9 media; higher % means a stronger effect. 330,000 compounds, 0.59% hits; in the data active = a potency from the dose series; inconclusive = inhibition above about 70% without an active follow-up result;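 also: bacterial growth assessed after seven days of incubation; strong numbers were not always called active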
PhoP GFP inhibition – Inhibition of PhoP regulon, Salmonella typhi GFP reporter cells, confirmation, 4 h (AID 1850) | 310,000 compounds, 0.33% hits | inhibition, % at 50 µM, or IC50 in µM where a hit was titrated | Salmonella Typhi PhoP-promoter GFP reporter, fluorescence, 4 h; higher % means a stronger effect; in the data active = a potency from the dose series; inconclusive = inhibition mostly from about 25% at the one dose, without a potency; inactive = the rest, 99 in 100 with inhibition below about 19%;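 also: 0% = induced wells with vehicle and 100% = uninduced wells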
influenza NS1A – NS1A inhibition, H1N1 influenza, cell based functional assay (AID 504329) | NS1A functional cell-based assay, percent inhibition; higher % means a stronger effect | inhibition, % at 12.5 µM, or IC50 in µM where a hit was titrated | 340,000 compounds, 0.3% hits; in the data active = a potency from the dose series; inconclusive = inhibition above about 27% without an active follow-up result; also: strong numbers were not always called active
Numbers without * were called inactive; i = inactive; ? = inconclusive; nt = not tested or not shown. Not a hit list; 1.4% or so of the library scored in one or more.

Letters – A = VEEV TC-83 Vero; B = M. tuberculosis; C = M. tuberculosis HTS; D = PhoP GFP inhibition; E = influenza NS1A
C[C@H](CO)N1C[C@H](C)[C@@H](CN(C)C(=O)NC2CCCCC2)Oc2ccc(NC(=O)Cc3ccccc3)cc2C1=O
  A = 0.6% | B = 20% | C = -6% | D = nt | E = -10%
COc1ccccc1C(=O)Nc1c2c(nn1-c1ccc([N+](=O)[O-])cc1)CS(=O)(=O)C2
  A = 2.5% | B = -27% | C = 0% | D = -4% | E = 3%
CC12COC3(C(=O)Nc4ccccc4)CC1CCC32C (stereo not given)
  A = 0.6% | B = 5% | C = 4% | D = -5% | E = -5%
CCOC(=O)c1nc(Nc2ccc(OC)cc2)c2ccccc2n1
  A = 5.8% | B = -1% | C = 2% | D = 6% | E = -17%
N#Cc1cc2c(nc1SCc1ccc(Cl)nc1)CCCCC2
  A = 0.2% | B = 9% | C = -5% | D = 3% | E = 2%
CCn1c2ccccc2c2cc(N=C3SC(CC(=O)Nc4ccccc4OC)C(=O)N3C)ccc21 (stereo not given)
  A = 5.7% | B = -7% | C = 9% | D = 2% | E = -3%
CC(C)(C)C(=O)Nc1ccc(C(=O)Nc2cc(NC(=O)c3ccc(NC(=O)C(C)(C)C)cc3)cc(C(=O)O)c2)cc1
  A = 1.9% | B = 13% | C = 0% | D = -3% | E = 6%
CCOP(=O)(Nc1cccc2oc(=O)c3ccccc3c12)OCC
  A = 0.8% | B = nt | C = nt | D = nt | E = 2%
COCCN(Cc1cc2cc(C)ccc2n2nnnc12)C(=S)Nc1ccc(C)cc1
  A = i | B = 1% | C = 2% | D = -4% | E = -2%
O=c1cnnc(Nc2ccccc2F)[nH]1
  A = 1.8% | B = -16% | C = -12% | D = 5% | E = 0%
C#CCOCCOCCOCCNc1nc(N2CCN(C(=O)C([C@@H](C)CC)n3cc(C(N)CC(C)C)nn3)CC2)nc(N2CCN(C(=O)[C@H](CCC(=O)O)n3cc(C(N)CC(C)C)nn3)CC2)n1 (stereo not given in full)
  A = 0.3% | B = nt | C = -1% | D = -1% | E = 3%
CCN(CC)c1ccc(C2C(C(=O)OC(C)C)C(=O)CC(C)(O)C2C(=O)OC(C)C)cc1 (stereo not given)
  A = 2.6% | B = -1% | C = 7% | D = -1% | E = 6%
O=S(=O)(NCCCc1ccccc1)c1ccc(F)c(F)c1
  A = 0.4% | B = 21% | C = 7% | D = 0% | E = 5%
Cc1ccc(NC(=O)c2cc(-c3cc(C)c(C)cc3O)n[nH]2)cc1C
  A = i | B = 0% | C = -4% | D = 0% | E = 2%
CCOc1ccc(Cl)cc1CNCCCSc1ncccn1
  A = i | B = -5% | C = 1% | D = 18% | E = -22%

One compound at a time (already shown). Values in the order: VEEV TC-83 Vero	M. tuberculosis	M. tuberculosis HTS	PhoP GFP inhibition	influenza NS1A
COCCN(Cc1cc2cc(C)ccc2n2nnnc12)C(=S)Nc1ccc(C)cc1 is listed as i	1%	2%	-4%	-2%
N#Cc1cc2c(nc1SCc1ccc(Cl)nc1)CCCCC2 is listed as 0.2%	9%	-5%	3%	2%

Other results follow:
Letters – A = VEEV TC-83 Vero; B = M. tuberculosis; C = M. tuberculosis HTS; D = PhoP GFP inhibition; E = influenza NS1A
O=C(CSc1nnc(-c2cccs2)n1-c1ccccc1)NCC1CCCO1 (stereo not given)
  A = 4.5% | B = -15% | C = -4% | D = 4% | E = -6%
CC(=O)Nc1ccc(S(=O)(=O)N2c3ccc(F)cc3CCC2C)cc1 (stereo not given)
  A = 5.7% | B = 23% | C = -14% | D = 9% | E = 19%
COc1ccc(-c2nn(C)c3sc(C(=O)NCc4ccco4)cc23)cc1OC
  A = 3.2% | B = 12% | C = 10% | D = -10% | E = 1%
COc1cccc(N2CCN(C(=O)c3ccc(CS(=O)Cc4ccc(C)cc4)o3)CC2)c1 (stereo not given)
  A = 0.8% | B = 20% | C = 6% | D = -7% | E = 1%
CN(C)CCN(C(=O)c1ccccc1Cl)c1nc2c(Cl)cccc2s1
  A = i | B = 2% | C = 7% | D = 9% | E = 26%
COC(=O)c1cc(C#N)c(N2CC(C)OC(C)C2)nc1C (stereo not given)
  A = 1.5% | B = 1% | C = 0% | D = 0% | E = 2%
COc1ccc(/C=C/C(=O)Nc2ccncc2)cc1OC
  A = 3.2% | B = 0% | C = -8% | D = -3% | E = -1%
N#Cc1ccccc1OCC(=O)Nc1ccc2c(c1)OCCO2
  A = 4.0% | B = 4% | C = -3% | D = nt | E = 0%
COc1ccc(-n2c(SCC(=O)NCC3CCCO3)nc3c(c2=O)SC(C)C3)cc1 (stereo not given)
  A = i | B = 5% | C = 2% | D = 1% | E = 10%
NC(=O)c1ccc(NC(=O)COC(=O)CC2Sc3ccccc3NC2=O)cc1 (stereo not given)
  A = 2.0% | B = 0% | C = 5% | D = nt | E = -4%
O=C(O)c1cccc(N2C(=O)CSC2=S)c1
  A = 0.7% | B = -3% | C = 8% | D = 65% | E = -6%
CN=c1scc(-c2ccc(OC)cc2)n1/N=C(\C)c1cccnc1
  A = 5.2% | B = 17% | C = ? | D = -10% | E = 18%
CCCN(C(=O)CSCc1ccc(Cl)cc1)c1c(N)n(Cc2ccccc2)c(=O)[nH]c1=O
  A = 1.5% | B = -3% | C = 1% | D = 2% | E = 0%
CC1(C)CC(=O)C(C(=S)Nc2ccccc2)=C(NCCN2CCOCC2)C1
  A = i | B = 4% | C = 2% | D = -1% | E = 3%
O=C(CSc1ncnc2c1oc1ccccc12)N1CCCc2ccccc21
  A = 2.8% | B = 12% | C = -6% | D = -10% | E = 3%

A second format for part of the listing above:
Structure,VEEV TC-83 Vero,M. tuberculosis,M. tuberculosis HTS,PhoP GFP inhibition,influenza NS1A
COc1cccc(N2CCN(C(=O)c3ccc(CS(=O)Cc4ccc(C)cc4)o3)CC2)c1 (stereo not given),0.8%,20%,6%,-7%,1%
O=C(O)c1cccc(N2C(=O)CSC2=S)c1,0.7%,-3%,8%,65%,-6%
CN(C)CCN(C(=O)c1ccccc1Cl)c1nc2c(Cl)cccc2s1,i,2%,7%,9%,26%

(continued)
Letters – A = VEEV TC-83 Vero; B = M. tuberculosis; C = M. tuberculosis HTS; D = PhoP GFP inhibition; E = influenza NS1A
O=C(Nc1ccc2oc(-c3ccccc3F)nc2c1)c1ccc([N+](=O)[O-])o1
  A = 0.1% | B = 65% | C = ? | D = 2% | E = 3%
C/C(=N\NC(=O)CCC(=O)N/N=C(\C)c1ccc(C)o1)c1ccc(C)o1
  A = 2.9% | B = -14% | C = -4% | D = -5% | E = nt
CSCC[C@H](NC(=O)[C@@H]1Cc2ccccc2CN1)C(=O)NC[C@H]1CC[C@H](C(=O)O)CC1
  A = 1.0% | B = -26% | C = -1% | D = -2% | E = 0%
Cc1ccc(NC(=O)CSCC(=O)N(C)CCOc2ccc(Cl)cc2)cc1
  A = 0.6% | B = nt | C = nt | D = nt | E = -5%
COC(=O)c1ccc(NC(=S)NCCc2ccccc2)cc1
  A = 0.3% | B = ? | C = 44% | D = 1% | E = -5%
FC(F)(F)c1cc(Cl)c2nnc(-c3ccccn3)n2c1
  A = 0.7% | B = -9% | C = -1% | D = -13% | E = -6%
O=C(Nc1cccc(C(F)(F)F)c1)C(Sc1n[nH]c(=O)[nH]c1=O)c1ccccc1 (stereo not given)
  A = i | B = 12% | C = -3% | D = 1% | E = -8%
CC(C)NC(=O)CSc1nc(N)c(-c2ccccc2)c(=O)[nH]1
  A = 0.2% | B = 7% | C = 9% | D = 5% | E = 5%
Cc1cc(C)n2nc(SCc3ccccc3F)nc2n1
  A = 1.8% | B = -1% | C = 2% | D = 1% | E = -7%
CC(C)CC(=O)Nc1ccccc1Oc1ccccc1
  A = 0.7% | B = 20% | C = 6% | D = 3% | E = 2%
COC(=O)CNC(=O)Cn1c(=O)n(Cc2ccc(F)cc2)c(=O)c2sccc21
  A = 0.8% | B = -5% | C = -2% | D = 0% | E = 1%
Nc1[nH]c(=O)nc2snnc12
  A = i | B = nt | C = nt | D = nt | E = -8%
CCOc1ccc(NC(=S)Nc2ccc(OC)cc2)cc1
  A = 1.8% | B = ? | C = ? | D = -4% | E = -7%
CC(CCCC(C)(C)O)NC(=O)c1ccc(OC2CCN(C(=O)C3CC3)CC2)cc1 (stereo not given)
  A = 0.5% | B = -11% | C = -1% | D = 3% | E = -3%
CCOC(=O)C1=C(N)OC2=C(C(=O)CCC2)C1c1ccc2c(c1)OCO2 (stereo not given)
  A = 0.5% | B = -5% | C = 6% | D = 2% | E = 11%

Letters – A = VEEV TC-83 Vero; B = M. tuberculosis; C = M. tuberculosis HTS; D = PhoP GFP inhibition; E = influenza NS1A
CN(C)CCCN(CCCN(C)C)C(=S)Nc1ccc(S(=O)(=O)N2CCOCC2)cc1
  A = 0.2% | B = 6% | C = -1% | D = -10% | E = -13%
COc1ccc(CN(C)C(C)C(=O)Nc2ccc(S(=O)(=O)N3CCCCC3)cc2)c(OC)c1 (stereo not given)
  A = 8.2% | B = 32% | C = -6% | D = nt | E = -2%
O=C(Nc1cccc([N+](=O)[O-])c1)c1ccc2nc(N3C(=O)CCC3=O)sc2c1
  A = i | B = 19% | C = -16% | D = 0% | E = -6%
O=C(O)CC/C(=C\c1ccc(N2CCCC2)c([N+](=O)[O-])c1)c1nc2ccccc2s1
  A = 3.6% | B = 15% | C = 9% | D = 11% | E = -14%
O=[N+]([O-])c1ccccc1Nc1c2ccccc2nc2ccccc12
  A = 2.5% | B = -2% | C = 4% | D = -18% | E = -1%
COc1ccccc1NC(=O)c1ccc(NC2=NC3CS(=O)(=O)CC3S2)cc1 (stereo not given)
  A = 2.6% | B = -16% | C = -5% | D = -5% | E = 27%
Cn1c(=O)c2cc(S(=O)(=O)N3CCC(c4ccccc4)CC3)ccc2n(C)c1=O
  A = i | B = -20% | C = 6% | D = -2% | E = -6%
COc1ccccc1CCc1nnc(CCC(=O)N(C)Cc2cccc3ncccc23)o1
  A = 3.5% | B = 6% | C = -1% | D = -9% | E = 3%
COc1ccc(C2=NC(=O)/C(=C\c3cc(OC)c(OC)c(OC)c3)O2)cc1
  A = 6.7% | B = 3.4µM* | C = 5.7µM* | D = -9% | E = -2%
CC1(C)CC(=O)C2=C(C1)NC1=C(C(=O)c3ccccc31)C2c1cc([N+](=O)[O-])ccc1O (stereo not given)
  A = 4.0% | B = 47% | C = 16% | D = 0% | E = 17%
O=C(c1cccc2ccccc12)C1CCCN(C(=O)c2ccc(N3CCOCC3)cc2)C1 (stereo not given)
  A = 6.0% | B = 48% | C = 39% | D = 3% | E = 4%
Cc1ccc2c(c1)c1c(n2CC(O)CNC2CCCC2)CCCC1 (stereo not given)
  A = i | B = 37% | C = 15% | D = 14% | E = 26%
NC(=O)c1ccc(-c2noc(-c3cccc(Cl)c3)n2)cc1
  A = 1.1% | B = 71% | C = 9% | D = nt | E = -1%
O=[N+]([O-])c1ccc(C2CCCC/C2=N\OCc2cccc(F)c2)c([N+](=O)[O-])c1 (stereo not given)
  A = i | B = 29% | C = -8% | D = -3% | E = 9%
O=C1Nc2cc(Cl)cnc2N2CCCC12 (stereo not given)
  A = 2.0% | B = nt | C = -5% | D = -11% | E = 4%

Some entries already given with just influenza NS1A and M. tuberculosis HTS.
smiles | influenza NS1A | M. tuberculosis HTS
Cc1cc(C)n2nc(SCc3ccccc3F)nc2n1 | -7% | 2%
O=c1cnnc(Nc2ccccc2F)[nH]1 | 0% | -12%
CCCN(C(=O)CSCc1ccc(Cl)cc1)c1c(N)n(Cc2ccccc2)c(=O)[nH]c1=O | 0% | 1%

More records
Letters – A = VEEV TC-83 Vero; B = M. tuberculosis; C = M. tuberculosis HTS; D = PhoP GFP inhibition; E = influenza NS1A
Cc1ccc2c(c1)C1CN(C)CCC1N2S(=O)(=O)c1cc(C(F)(F)F)ccc1Cl (stereo not given)
  A = i | B = 32% | C = 17% | D = nt | E = 1%
O=C(c1cccs1)n1nc(-c2ccccc2)nc1NCc1ccco1
  A = 8.2% | B = 20% | C = 5% | D = 0% | E = -2%
CCC(=O)Nc1cccc(-c2ccc(N3CCC(C)CC3)nn2)c1
  A = i | B = 22% | C = 0% | D = -4% | E = 2%
Cc1ccc(NC(=O)c2cnccn2)c(Br)c1
  A = 1.0% | B = 66% | C = -3% | D = 1% | E = -2%
CN(CC(=O)Nc1cccc(F)c1)C(=O)/C=C/c1ccc(S(=O)(=O)N2CCCCCC2)cc1
  A = 9.9% | B = nt | C = nt | D = nt | E = -18%
Cc1nnc(NC(=O)CS(=O)(=O)Cc2ccccc2)s1
  A = 0.5% | B = nt | C = nt | D = nt | E = 4%
